GLP-1R inv ag: acts as inverse agonist at human GLP-1 receptor; AID 624417; Potency, µM (highest dose often 38.3 µM), inactives show at the highest dose activity change, negative = inhibition, actives largely listed as inhibitors; P43220; HEK293 GLP-1R CRE-luciferase, luminescence, 24 h; GLP-1R form is constitutively active; 410,000 compounds, 1.6% hits; also: potency is read from the fitted curve at half-maximal effect; % is scaled to controls: 0 for no effect and ±100 for the full control effect; nearly all actives have a fitted effect of over 55% in size
Target sequence (P43220 whole entry, looked up): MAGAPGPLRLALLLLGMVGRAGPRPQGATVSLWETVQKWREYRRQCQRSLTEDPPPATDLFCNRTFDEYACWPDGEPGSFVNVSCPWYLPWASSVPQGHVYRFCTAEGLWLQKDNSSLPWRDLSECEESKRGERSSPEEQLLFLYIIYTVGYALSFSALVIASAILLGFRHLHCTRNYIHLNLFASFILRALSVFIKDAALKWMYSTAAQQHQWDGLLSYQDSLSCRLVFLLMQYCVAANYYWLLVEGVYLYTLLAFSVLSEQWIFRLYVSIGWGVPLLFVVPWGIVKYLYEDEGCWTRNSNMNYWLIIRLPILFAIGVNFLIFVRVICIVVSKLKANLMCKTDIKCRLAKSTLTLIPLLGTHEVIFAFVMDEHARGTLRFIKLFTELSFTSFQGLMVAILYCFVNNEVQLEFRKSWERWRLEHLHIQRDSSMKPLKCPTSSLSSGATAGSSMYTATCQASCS
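Seeding at 200 cells/uL, 12 h culture, 24 hr compound treatment, then luciferase reagent and a luminescence read; cells are HEK293 stably expressing a constitutively active GLP-1R plus cAMP-responsive luciferase.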
PI5P4K alpha inh: PI5P4K alpha (human) kinase inhibition; P48426; 330,000 compounds, 1.2% hits; AID 652105; max response, %; PI5P4Kalpha enzyme, ADP-Glo luminescence, 60 min; hits give low values; active = max response of -50% or lower; inconclusive = between -30% and -50%; inactive = -30% or higher; also: value at the top dose of about 77 µM; % is scaled to controls: 0 for no effect and ±100 for the full control effect
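Single end-point luminescence (ADP-Glo) quantified ADP from PI5P4Kalpha turnover; ATP 5 microM final, 1 h at RT, 0.1% CHAPS and 0.28 mM EGTA in HEPES pH 7.4.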
D3 antag: D3 dopamine receptor (human) antagonism | D3R cells, DiscoveRx beta-arrestin luminescence, antagonist mode; hits give low values | 360,000 compounds, 2.5% hits | P35462 | max response, negative = inhibition, %; in the data active = max response below about -50%; inconclusive = no clear call, values can overlap the other calls; also: % is scaled to controls: 0 for no effect and ±100 for the full control effect; mostly tested at two doses, the higher about 12 µM
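Cells expressing the human receptor were seeded at 1500 cells/well, incubated overnight at 37 degrees C in 5% CO2, then exposed to library compounds with dopamine controls for 90 minutes at 37 degrees C before luminescent detection.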
D3 ag: D3 dopamine receptor (human) agonism; P35462; D3R DiscoveRx beta-arrestin cells, luminescence, 90 min; max activation, %; 410,000 compounds, 0.58% hits; in the data active = max activation above about 30%; also: 0% is about no effect; mostly tested at two doses, the higher about 12 µM
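Agonist mode: compounds and dopamine controls were applied to plated cells for 90 min at 37 degrees C after an overnight attachment at 1500 cells/well. Luminescent read-out followed 30 - 60 minutes at room temperature with DiscoveRx detection reagent.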
IL2 activator: activates IL-2 in a cell-based reporter assay; IL-2 activation reporter assay, cell-based qHTS; stimulated with anti-CD3/CD4/CD28 beads; in transgenic mouse T cells; 360,000 compounds, 0.065% hits; activation, % (series mostly up to about 46 µM); in the data active = activation above about 50%; inconclusive = mostly about 30% to 49%; also: 0% is about no effect
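Screening format: compound pinned onto unstimulated transgenic mouse T cells, 60 min incubation, then anti-CD3/anti-CD4/anti-CD28 bead stimulation for 18 hours at 37 degrees C, followed by EGFP and DsRed detection.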
WRN inhibitor: inhibitors of human WRN helicase; Q14191; WRN helicase unwinding, fluorescent forked duplex, kinetic; Potency, µM (titrated, usually from 114 µM), inactives show at the top dose activity change, negative = inhibition, most hits filed as inhibitors; 360,000 compounds, 0.46% hits; AID 651768; also: potency is read from the fitted curve at half-maximal effect; % is scaled to controls: 0 for no effect and ±100 for the full control effect; nearly all actives have a fitted effect of over 55% in size
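WRN at 20 nM final was preincubated with compound for 15 min at room temperature; reaction started with 100 nM forked duplex oligonucleotide carrying fluorophore and quencher plus 2 mM ATP (final). Unwinding followed kinetically by red fluorescence (ex 525/em 598 nm).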
PLK1 PBD block: inhibitors of human PLK1 polo-box domain binding; P53350; Plk1 PBD binding of FITC phosphopeptide, fluorescence polarization; Potency, µM, inactives show max response, negative = inhibition, hits mostly inhibitors; 360,000 compounds, 2.8% hits; also: potency is read from the fitted curve at half-maximal effect; series mostly up to about 57 µM; % is scaled to controls: 0 for no effect and ±100 for the full control effect; nearly all actives have a fitted effect of over 65% in size
Target sequence (P53350 whole entry, looked up, the tested form may be a part): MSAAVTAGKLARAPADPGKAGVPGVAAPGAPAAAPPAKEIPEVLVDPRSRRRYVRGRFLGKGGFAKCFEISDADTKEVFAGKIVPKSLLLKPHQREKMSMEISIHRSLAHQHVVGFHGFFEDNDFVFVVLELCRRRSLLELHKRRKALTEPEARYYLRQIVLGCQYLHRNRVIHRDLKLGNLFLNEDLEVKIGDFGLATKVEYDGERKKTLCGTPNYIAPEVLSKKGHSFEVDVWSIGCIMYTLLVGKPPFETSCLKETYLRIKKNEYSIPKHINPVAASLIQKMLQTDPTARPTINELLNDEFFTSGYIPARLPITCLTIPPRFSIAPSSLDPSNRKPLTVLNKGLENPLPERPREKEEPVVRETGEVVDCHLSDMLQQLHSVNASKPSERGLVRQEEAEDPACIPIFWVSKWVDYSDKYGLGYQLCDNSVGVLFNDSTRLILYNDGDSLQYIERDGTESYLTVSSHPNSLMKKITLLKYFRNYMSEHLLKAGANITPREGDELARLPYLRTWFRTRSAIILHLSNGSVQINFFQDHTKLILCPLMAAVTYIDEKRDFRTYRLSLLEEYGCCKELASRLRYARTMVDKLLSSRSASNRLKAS
GLP1R cytotox: cytotoxicity in counter-screen for GLP-1R inverse agonists; HEK293 cAMP-luciferase reporter cells, luminescence, 24 h; Potency, µM (highest dose often 38.3 µM), for inactives: top-dose activity change, negative = inhibition, actives largely listed as inhibitors; 410,000 compounds, 0.13% hits; AID 624418;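 also: loss of luciferase light is scored as toxicity; potency is read from the fitted curve at half-maximal effect; % is scaled to controls: 0 for no effect and ±100 for the full control effect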
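To flag toxic compounds, the library was rerun on cells for 24 hr at 37 deg C and 5% CO2. Viability-linked luminescence was captured 12 min after adding luciferase detection reagent.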
GLP-1R agonist: GLP-1 receptor (human) agonism. Potency, µM (doses to about 45.6 µM), without a hit: top-dose activation, usual class: activators. 380,000 compounds, 0.007% hits. P43220. HEK293 GLP-1R CRE-luciferase, luminescence, 4-6 h; cells express a hypersensitive GLP-1R form; also: potency is read from the fitted curve at half-maximal effect; % of control where 0% means no effect
An asterisk follows results filed as active; u = inconclusive; x = no result given; [ ] = another dose, or the depositor's remark. Unless noted, calls follow the shape of the dose curve; as a rule, active = well fitted curve in the direction sought with a large enough effect; inconclusive = small, poorly fitted or top-dose-only effect, or another doubt; inactive = no such curve, though single readings can be large; an effect the other way counts as inactive or inconclusive. Compounds were not picked by outcome (roughly 7.8% active in at least one column).

A first look (3 entries):
SMILES	GLP-1R inv ag	PI5P4K alpha inh	D3 antag	D3 ag	IL2 activator	WRN inhibitor	PLK1 PBD block	GLP1R cytotox	GLP-1R agonist
CC(=O)N1CCN(c2ccc(S(=O)(=O)N3CCOCC3)cc2[N+](=O)[O-])CC1	28%	-4	2	13	0.7	1%	-6%	-5%	1%
O=c1[nH]cnc2c1ncn2-c1ccc(N(CCO)CCO)cc1	25%	0	2	7	-2.0	-1%	-1%	0%	-1%
Cc1ccc(S(=O)(=O)N2[C@@H](c3ccccc3F)C(C(=O)O)=CC[C@H]2c2cccs2)cc1	u	-1	-2	-1	0.9	8%	-6%	-33%	3%

This part in full, previewed entries included:
SMILES	GLP-1R inv ag	PI5P4K alpha inh	D3 antag	D3 ag	IL2 activator	WRN inhibitor	PLK1 PBD block	GLP1R cytotox	GLP-1R agonist
CC(=O)N1CCN(c2ccc(S(=O)(=O)N3CCOCC3)cc2[N+](=O)[O-])CC1	28%	-4	2	13	0.7	1%	-6%	-5%	1%
O=c1[nH]cnc2c1ncn2-c1ccc(N(CCO)CCO)cc1	25%	0	2	7	-2.0	-1%	-1%	0%	-1%
Cc1ccc(S(=O)(=O)N2[C@@H](c3ccccc3F)C(C(=O)O)=CC[C@H]2c2cccs2)cc1	u	-1	-2	-1	0.9	8%	-6%	-33%	3%
COc1ccc(C(=O)N/C=C/n2cnc3cc(C(F)(F)F)ccc32)cc1	-19%	5	-6	-3	2.1	-4%	-14%	1%	13%
CCOC(=O)C1=NN(C(=O)COc2ccccc2)C(O)(c2ccc(Br)cc2)C1 (stereo not drawn)	-13%	-3	0	4	0.0	-10%	2%	9%	1%
Cc1occc1C(=O)NNC(=O)c1ccc(F)cc1	4%	-3	9	1	-1.1	-1%	0%	-13%	-5%
Cc1ccc(N(CC(=O)NC2CCC(C)CC2)S(=O)(=O)c2cccnc2)cc1 (stereo not drawn)	-19%	-5	-15	-6	-1.9	-5%	-7%	-11%	9%
Cc1ccc(NC(=O)CCc2c(C)nn(-c3ccc(N4CCOCC4)nn3)c2C)cc1	3%	2	-8	-4	0.7	0%	-14%	-20%	3%
CN(C(=O)COC(=O)CCc1c[nH]c2ccccc12)C(c1ccccc1)c1ccccc1	u	10	-2	1	1.0	2%	-7%	61%[activator]	-11%
O=C(O)c1cccc(N2C(=O)/C(=C/c3ccc([N+](=O)[O-])cc3)C=C2c2ccccc2)c1	-20%	-23	-10	4	0.7	-29%	u	4%	-4%
Cc1ccc2nc(Nc3ccccc3)cc(C)c2c1	u	10	11	3	-0.9	-10%	-5%	u	17%
CC(=O)OCCc1c2ccccc2c(CCCN(C)C)c2ccccc12	-10%	-3	6	-9	-0.1	-7%	-19%	-22%	6%
COC(=O)c1cc(S(=O)(=O)N2CCN(c3ccc([N+](=O)[O-])cc3)CC2)c[nH]1	u	3	-18	2	1.0	1%[11.6 µM]	-10%	-23%	-4%
Nc1ccc(N=Nc2ccccc2O)c(N)c1	u	-10	3	1	0.9	-25%	-4%	u	-1%
CCN(CC)S(=O)(=O)c1cccc(-c2nnc(SCC(N)=O)n2C)c1	15%	u	7	7	-3.0	-14%	-6%	9%	6%
CC1Sc2ccc(C(=O)Nc3ccc(S(=O)(=O)N(C)C)cc3)cc2NC1=O (stereo not drawn)	u	-21	-5	-7	0.6	-4%	4%	-13%	15%
CCCCC(CCC(=O)Nc1ccccc1C(=O)OCC)C(=O)O (stereo not drawn)	5%	-3	-9	6	0.1	-12%	4%	-1%	7%
Cc1nc(N2CCc3ccccc3C2)[nH]c(=O)c1CCC(C)C	0%	x	-15	1	2.8	-3%	-1%	3%	1%
CCCc1cc(=O)oc2cc(OCc3cc(OC)c(OC)c(OC)c3)c(Cl)cc12	-19%	3	-19	-1	-2.0	-3%	-2%	-8%	-2%
CCOc1ccccc1N(C(=O)Nc1cccc(Cl)c1)C1=NC(C)CS1 (stereo not drawn)	-16%	12	-4	26	-0.7	-6%	0%	3%	13%
Cc1cc(=O)oc2cc(OCC(=O)OCC(=O)N3CCC(C)CC3)ccc12	-8%	2	-12	-3	1.1	-7%	-16%	0%	6%
Cc1cccc(-c2n[nH]c(=S)n2/N=C/c2ccc(C)o2)c1	-8%	0	20	0	1.3	7%	-13%	-29%	0%
Cc1ccc(Nc2cc(C)nc3nc(C)nn23)cc1	-3%	0	-7	3	-0.7	-5%	-17%	-6%	-6%
COc1ccc(C(=O)OCC(=O)Nc2c(C)n(C)n(-c3ccccc3)c2=O)cc1	7%	0	-6	0	2.4	1%	-3%	-8%	1%
O=C(N/N=C\c1ccccn1)C1COc2cc3ccccc3cc2O1 (stereo not drawn)	u	-14	30	1	2.3	1%	-2%	u	-15%
O=C(c1cccs1)N(Cc1nc2sc3c(c2c(=O)[nH]1)CCCC3)C1CCCC1	u	-14	8	0	-3.4	6%[57.1 µM]	-7%	u	5%
CN(Cc1nc2ccccc2c(=O)[nH]1)Cc1nc2ccsc2c(=O)[nH]1	-18%	-5	6	7	-0.8	3%	2%	13µM*	6%
CC(=O)N1CCc2c(sc3c2c(=O)n(Cc2ccccc2)c(=O)n3CC(=O)Nc2ccc(C)c(F)c2)C1	10%	x	x	-13	x	x	x	0%	0%
CC(=O)c1cn(CCCCCCCn2cc(C(C)=O)c(=O)[nH]c2=O)c(=O)[nH]c1=O	3%	1	12	2	-3.3	-2%	-5%	14%	-1%
Cc1ccc(N2C(=O)N(CC(=O)N3CCCc4ccccc43)C(=O)C2C)cc1 (stereo not drawn)	6%	x	22	-2	-1.8	-8%	-4%	-32%	0%
C=C(C)c1cccc(C(C)(C)NC(=O)N(C)C2CCN(C)CC2)c1	-17%	14	-13	-4	1.7	8%[57.1 µM]	-7%	-8%	6%
CCn1c(SCC(=O)Nc2ccc(OC)c(OC)c2)nnc1-c1cccs1	13%	x	16	6	1.4	9%	-2%	-8%	9%
CCN1CCN(CCCNC(=O)c2cc3cc4ccc(OC)cc4nc3o2)CC1	-13%	4	-28	3	0.4	16%[57.1 µM]	-4%	-4%	-3%
CCCCOCCCNC(=O)C[C@@H]1C[C@@]2(C(=O)OCC)CCC=C2N(Cc2cccc3ccccc23)C1=O	u	8	-25	-10	-0.5	-3%	-7%	-13%	0%
O=C(O)c1ccn[nH]1	0%	-5	23	4	0.1	6%	-11%	0%	-4%
Cc1ccc2[nH]c(=O)c(COC(=O)C3CCCCC3)cc2c1	12%	-2	0	6	0.2	-2%	-2%	-6%	5%
O=C(NCc1cccs1)C1CC(c2ccc(Cl)c(Cl)c2)=NO1 (stereo not drawn)	u	2	-10	-5	0.8	6%	-4%	u	9%
O=C(c1cccc([N+](=O)[O-])c1)N1CCN(S(=O)(=O)N2CCCCC2)CC1	9%	1	-6	4	0.1	-6%	-4%	11%	-2%
CCOC(=O)CSc1nnc(Cn2nnc(-c3ccccc3)n2)n1C	-5%	x	16	-7	3.3	3%	2%	0%	-11%
COc1ccc(S(=O)(=O)N2CCOCC2)cc1NC(=O)COC(=O)c1[nH]c(C)c(C(C)=O)c1C	22%	-1	-7	-4	-0.7	-24%	-9%	-1%	16%
Cc1c(-c2csc(N)n2)cnn1C	-10%	-1	4	42*	1.5	-27%	u	5%	3%
Cc1ccc(S(=O)(=O)N2CCN(C(=O)CCn3nc(C)c(C)c3C)CC2)cc1C	-30%	1	-20	-9	-2.8	-3%	-5%	-11%	11%
C=CCN(c1ccc(C(=O)N2CCCC2)cc1)S(C)(=O)=O	5%	x	7	2	0.5	-4%	-1%	5%	-2%
CCOC(=O)C1(C)CCN1C(=O)c1ccc(Cl)nc1 (stereo not drawn)	6%	0	5	3	-0.3	-7%	-6%	6%	3%
Cc1cc(S(=O)(=O)N2CCCC2)c(C)s1	0%	1	-4	1	-2.5	2%	-1%	4%	-6%
COc1cccc(/C=C/C(=O)c2ccc[nH]2)c1	-15%	-1	0	-9	2.1	-29%	-14%	-21%	8%
CCc1ccc(Nc2nnc(SCc3cc(=O)n4ccsc4n3)s2)cc1	11%	u	-3	0	1.2	-13%	-15%	-10%	10%
COc1cc(-c2nnc3n(CCc4ccccc4)c(=O)c4ccccc4n23)cc(OC)c1OC	-12%	-5	13	2	-0.1	3%	0%	-9%	-1%
CCCCCCCOC(=O)c1ccc(OC(=O)c2cccnc2)cc1	-4%	x	-21	-17	-2.1	-2%	-6%	5%	8%
O=C(CNCc1ccccn1)Nc1cc(C(F)(F)F)ccc1N1CCOCC1	16%	-1	-19	5	-0.5	6%	-12%	-2%	10%
CCn1ncc(C(=O)Nc2ccccc2C)c1C	15%	1	-8	4	-0.4	-33%[57.1 µM]	9%	5%[1.53 µM]	-2%
COc1ccc(-c2csc(NC(=O)CSc3n[nH]c(N)n3)n2)cc1	6%[0.307 µM]	-9	-6	6	0.0	-9%	27µM*	20%[0.307 µM]	4%
Cc1onc(-c2ccccc2)c1CNS(=O)(=O)c1cccc(Br)c1	u	1	12	4	3.5	-10%	-5%	0%	13%
CS(=O)(=O)c1ccccc1-c1nnc(NC(=O)c2ccc3ncsc3c2)o1	7%	-17	-4	-3	-3.9	-3%	-17%	-9%	0%
COc1ccc(/C=C2/CCC(CN3CCOCC3)C2=O)cc1 (stereo not drawn)	5.6µM*	-10	-67*	-22	-7.5	14µM*	5.3µM*	5µM*	-17%
COC(=O)c1ccc2c(C)c(C(C)(C)O)[nH]c2c1	-10%	4	2	-22	-0.2	0%	1%	7%	-3%
COC(=O)C(C)N1C(=O)S/C(=C/c2cc(C)n(C(C)C)c2C)C1=O (stereo not drawn)	0%	x	17	-3	-2.5	-7%	-4%	-7%	11%
COCCCn1c(CCC(=O)O)ccc1-c1ccc(F)cc1	-20%	-2	-23	1	-0.1	0%	-4%	-9%	-3%
Cc1ccc(C(=O)O)cc1NC(=O)c1cccs1	4%	x	18	19	0.4	-6%	0%	-15%	-6%
Cc1ccc(C)n1-c1ccc(N2CCOCC2)c(Br)c1	99%[activator]	-4	-2	1	-2.1	1%	-7%	-3%	-24%
